Screening data as filed in PubChem.
RmlCD inh 1536: M. tuberculosis RmlC/RmlD inhibition; inhibition, % at 3.6 µM; P9WH09+P9WH11; AID 1533; 160,000 tested, 0.03% active; RmlC+RmlD coupled enzyme assay, percent inhibition; primary screen in compound mixtures; in the data active = inhibition mostly above about 34%, no sharp cut-off; inconclusive = no clear call, values can overlap the other calls; inactive = mostly below about 22%; also: some results filed as inactive read as strong as hits
Target sequence (P9WH09 whole entry, looked up): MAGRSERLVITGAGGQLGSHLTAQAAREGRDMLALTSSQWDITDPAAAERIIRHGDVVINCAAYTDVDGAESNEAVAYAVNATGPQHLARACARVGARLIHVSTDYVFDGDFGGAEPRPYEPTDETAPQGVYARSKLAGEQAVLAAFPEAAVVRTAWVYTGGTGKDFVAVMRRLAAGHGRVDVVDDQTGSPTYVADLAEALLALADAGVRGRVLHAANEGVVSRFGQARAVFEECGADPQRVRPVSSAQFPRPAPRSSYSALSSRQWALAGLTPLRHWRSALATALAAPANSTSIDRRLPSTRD
Target sequence (P9WH11 whole entry, looked up): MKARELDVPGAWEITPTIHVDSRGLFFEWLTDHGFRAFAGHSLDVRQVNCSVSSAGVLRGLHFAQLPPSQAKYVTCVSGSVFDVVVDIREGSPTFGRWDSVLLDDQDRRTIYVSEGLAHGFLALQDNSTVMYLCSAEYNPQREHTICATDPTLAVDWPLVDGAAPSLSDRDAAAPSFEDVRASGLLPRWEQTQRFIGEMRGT
M. tuberculosis GlmU: inhibition of mycobacterial GlmU enzyme – biochemical, glucosamine-1-phosphate acetyltransferase (AID 1376); M. tuberculosis GlmU acetyltransferase enzyme assay; higher % means a stronger effect; one-dose inhibition, %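 (tested at 30 µM in the primary screen)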; IC50 in µM for titrated hits; 220,000 tested, 0.25% active; in the data active = inhibition above about 13%; inconclusive = no clear call, values can overlap the other calls;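 also: 0% = complete reaction with vehicle and 100% = reaction without substrate; strong numbers were not always called active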
An asterisk follows results filed as active; ? = inconclusive; . = no result given.

SMILES	RmlCD inh 1536	M. tuberculosis GlmU
Cn1c(SCC(=O)NNC(=S)Nc2ccccc2)nnc1-c1ccncc1	-2	-5.6%
CNC(=O)NC(=O)Cn1cnc2sc(-c3ccccc3)cc2c1=O	0	-1.8%
CC(=O)c1c(N2CCOCC2)[nH]c(-c2ccccc2)nc1=S	1	3.5%
CC1=C(C(=O)Nc2ccccc2)C(c2ccco2)C(C#N)=C(SCc2ccccc2)N1 (centres undefined)	18	7.1%
COC(=O)c1ccccc1NC(=S)NC(=O)c1ccc(C)cc1	6	0.6%
Cc1cc(N2CCCCC2)n2ncc(-c3ccccc3)c2n1	2	-1.3%
CCOc1ccc(NC(=O)NNC(=O)C2CCC(C(C)(C)C)CC2)cc1 (centres undefined)	.	0.0%
COc1ccc2sc(C)[n+](C)c2c1	6	-0.8%
CSCC[C@@H](C(=O)O)N1Cc2ccccc2C1=O	-3	3.3%
Cn1ncc(Cl)c1C(=O)N1CCOCC1	-35	1.3%
Cc1cccc(NC(=O)CCN2C(=O)c3ccccc3C2=O)n1	0	1.1%
COCCCNC(=O)c1ccccc1Oc1ccccc1	.	3.8%
COc1ccc(-c2cn3ccc(C)cc3n2)cc1	6	-4.7%
Cc1cc(NC(=O)CN2CCN(Cc3ccccc3)CC2)nc2c1c(=O)oc1ccccc12	.	-3.4%
CCOc1ccc(NC(=S)N2CCn3c(nc4ccccc43)C2)cc1	-11	7.1%
CC(C)CNC(=S)NC1CC2CCC(C1)N2Cc1ccccc1 (centres undefined)	-9	6.2%
COc1cc(-c2ccccc2)nc(N)n1	2	3.0%
CCOc1ccc2nc(NC(=O)CN3CCOCC3)sc2c1	13	-0.7%
CCOc1ccc(CN2CCCC(CNC(=O)c3ccc(F)cc3)C2)cc1CO (centres undefined)	-11	3.2%
CCN1CCC2(CC1)NC(CO)(CO)CO2	1	0.5%
CC(C)C[C@H](N)c1cn([C@@H](CCCCN)C(=O)N2CCNCC2)nn1	.	-1.4%
Cc1ccc(OCC(O)CN2CC3(C)CC2CC(C)(C)C3)cc1 (centres undefined)	-9	0.7%
Cc1ccc(CNC(=O)CNC(=S)N(Cc2ccccc2)Cc2cccnc2)cc1	7	0.2%
O=C(CSc1ccc2c(c1)OCCO2)Nc1ccc(N2CCOCC2)cc1	-14	-2.0%
O=C(CSc1n[nH]c(-c2ccccc2)n1)NC(=O)NCc1ccco1	14	0.2%
(more compounds)
SMILES	RmlCD inh 1536	M. tuberculosis GlmU
COc1ccc(N2CCN(C(=O)C3(C)CC3(Cl)Cl)CC2)cc1 (centres undefined)	-6	5.7%
C=Cn1ccnc1P(O)(=S)c1nc(C)c(CCOC(C)=O)s1 (centres undefined)	-1	3.0%
O=S(=O)(NC1CCCC1)c1ccc(Br)s1	-6	6.5%
CC1(C)CC(=O)C/C(=N/NC(=O)C2CCN(S(=O)(=O)c3cccs3)CC2)C1	.	-1.9%
CCOC(=O)C1CCN(C(=O)Nc2ccc(OCc3ccccc3)cc2)CC1	-4	0.1%
NS(=O)(=O)c1cccc(NC(=O)CSc2nc3ccccc3c(=O)n2CCCN2CCOCC2)c1	4	-2.7%
NNC(=O)CSCc1ccc(Cl)cc1Cl	6	0.0%
O=S(=O)(c1ccc(Br)s1)N1CCN(c2ccccn2)CC1	-2	2.1%
O=C1c2ccccc2S(=O)(=O)c2cc(C(=O)N3CCC(C(=O)N4CCCCC4)CC3)ccc21	.	-9.2%
CCC(C)n1c(O)c(C=NCCc2ccccc2)c(=O)[nH]c1=S (centres undefined)	-12	-3.5%
CC1CCc2c(C(=O)NCCN3CCOCC3)csc2C1 (centres undefined)	.	-5.4%
CCC(C)c1ccc(NC(=S)NCc2cccnc2)cc1 (centres undefined)	-13	-2.1%
O=C(CSCCO)Nc1nccs1	21	4.8%
O=C1NCCC/C1=N/Nc1ccc(F)cc1	4	1.5%
CCOc1ccccc1-n1c(SCC(=O)Nc2nccs2)nnc1-c1ccoc1C	-7	-2.1%
COc1ccc(CN2CCN(C(=O)C3CCC(CNS(=O)(=O)c4ccc(C)cc4)CC3)CC2)c(OC)c1OC (centres undefined)	-4	-1.4%
COc1ccc(CCc2nnc(CCC(=O)N(C)Cc3ccnc4ccccc34)o2)cc1	-8	8.7%
CCOC(=O)COc1cc(N2C(=O)CSCC2=O)c(Cl)cc1Cl	-2	-1.3%
CC(=O)c1ccc(NC(=S)NCCCN2CCOCC2)cc1	8	-0.2%
COc1ccc(Oc2ccc(N/C=C3\CCCC3=O)cc2)cc1	3	10%
CC(Sc1nc2c(cc1C#N)CCCCC2)C(=O)O (centres undefined)	.	-2.5%
COc1cc(OC)c(C2N(c3ccc(Cl)c(Cl)c3)C(=O)C3CCCN32)cc1OC (centres undefined)	7	-1.2%
NC(=O)CSc1nnc(Cc2ccc3c(c2)OCO3)n1C1CCCCC1	.	2.3%
O=c1cc[nH]c2ccc([N+](=O)[O-])cc12	-3	0.3%
CC(=O)NC[C@H]1CN(c2ccc(N3CCOCC3)c(F)c2)C(=O)O1	-7	2.5%
The list continues.
SMILES	RmlCD inh 1536	M. tuberculosis GlmU
C=CCn1c(SCC(=O)Nc2nnc(CC)s2)nnc1-c1cccnc1	10	2.9%
CCn1cc(C(=O)OCC(=O)Nc2ccc(S(=O)(=O)N3CCCC3)cc2)c(=O)c2ccc(C)nc21	7	-3.6%
COc1cc(C)c(S(=O)(=O)NCc2ccc3c(c2)OCO3)cc1C	52	-4.7%
Cc1ccc(CSCCNC(=O)c2cccc([N+](=O)[O-])c2)cc1	3	0.7%
O=C1c2ccccc2C(=O)N1CCCC(=O)N1CCCc2ccccc21	17	2.3%
COc1cccc(NC(=O)c2nnn(Cc3ccc(Br)cc3F)c2N)c1	6	-1.7%
Cn1c(CSc2nnc(SCc3ccccc3)s2)nc2ccccc21	2	5.9%
Cc1ccc2cn[nH]c2c1[N+](=O)[O-]	-2	-0.8%
COCCNc1nc(-c2ccccc2)nc2c1oc1ccccc12	?	2.0%
CCS(=O)(=O)N1Cc2ccccc2CC1C(=O)N1CCN(c2cccc(C)c2C)CC1 (centres undefined)	6	6.3%
COc1cccc(C(=O)COC(=O)CCC(=O)NC2CCCCC2)c1	6	6.6%
NC(=O)CSc1ccc(-c2ccc(F)cc2)nn1	-7	-0.8%
CCN1/C(=C/C(=O)c2ccco2)Sc2ccccc21	-4	1.3%
O=C(O)Cc1sc(Nc2ccccc2)nc1-c1cccs1	.	2.0%
CCN1CN(Cc2ccco2)CNC1=S	-7	5.2%
CCCC1S/C(=N/N=C/c2ccco2)NC1=O (centres undefined)	48	-0.9%
Cc1cccc(N=Nc2c(O)[nH]c3ccc(F)cc23)c1	.	-4.2%
O=C(Nc1ccc2c(c1)OCO2)c1ccccc1SCC(=O)N1CCCC1	8	-3.7%
NNC(=O)CNC(=O)C12CC3CC(CC(C3)C1)C2	.	-0.3%
O=C(Nc1ccc(N2CCN(C(=O)c3ccco3)CC2)c(Cl)c1)c1cc2ccccc2o1	2	.
CN(C)/C=C/C(=O)c1cnc(-c2ccc(Cl)cc2)s1	1	2.9%
COC(=O)CN1C(=O)C2(C(C#N)=C(N)Oc3cc(C)oc(=O)c32)c2ccccc21 (centres undefined)	.	-1.9%
Clc1nc2c(ccc3ccccc32)[nH]1	8	2.5%
Cc1ccc(C)c(NC(=S)/C(=C(\[O-])c2ccc(Cl)s2)[n+]2ccccc2)c1	8	-5.1%
COc1cc(/C=N/N=C(N)N)ccc1OCc1ccccc1Cl	.	-15%
The list goes on.
SMILES	RmlCD inh 1536	M. tuberculosis GlmU
Cc1ccc(/C=N/N2C(=S)SC(C)(C)C2N(O)C(=O)Nc2ccc([N+](=O)[O-])cc2)cc1 (centres undefined)	.	3.9%
CC(C)Cn1c(-c2ccncc2)n[nH]c1=S	.	-4.0%
CCCn1c(N)c(Sc2ccc(C)cc2)c(=O)n(CCC)c1=O	2	-6.6%
COc1cccc(-c2cc(C(=O)Nc3ccccc3SC)no2)c1	12	1.4%
CCOc1ccc(NC(=O)CN(C)CC(=O)Nc2ccccc2C#N)cc1OCC	5	3.5%
Cc1sc2ncn(CC(=O)NCC3COc4ccccc4O3)c(=O)c2c1S(=O)(=O)N1CCCCC1 (centres undefined)	.	-0.6%
Cc1c(C(=O)N2CCC3(CC2)OCCO3)oc2ccc(S(=O)(=O)N3CCOCC3)cc12	2	-3.4%
O=[n+]1c2c(n([O-])c3cc(F)c(F)cc31)CCCC2	-3	1.3%
COc1ccc(CCNC(=O)C2CCN(S(=O)(=O)N3CC(C)CC(C)C3)CC2)cc1OC (centres undefined)	3	-2.6%
CCN(CC)c1nc2c(s1)C(=O)NCCC2	5	5.5%
C=CCOc1cccc(C2/C(=C(\O)c3ccc(F)cc3)C(=O)C(=O)N2CCN(C)C)c1 (centres undefined)	.	0.8%
O=C(C1CC1(c1ccccc1)c1ccccc1)N1CCOCC1 (centres undefined)	3	6.2%
CCC(C)(C(=O)NC1CCCCC1)N(Cc1ccco1)C(=O)c1cnccn1 (centres undefined)	8	5.5%
CCOc1cc(-n2ncc(C#N)c2N)nc(SC)n1	.	-5.5%
CNC(=S)N1CCc2cc(OC)c(OC)cc2C1COc1ccc(OC)cc1 (centres undefined)	7	-0.1%
CCCNC(=O)c1ccc(SCC(=O)N(CC)CC)c([N+](=O)[O-])c1	-10	5.6%
OCCCNC(=S)Nc1ccc(Nc2ccccc2)cc1	.	-3.0%
CCOC(=O)c1cc(CC)sc1NC(=O)c1cccc(N2C(=O)CCC2=O)c1	-10	0.4%
C=CCOc1ccc(Br)cc1CNCC	5	1.2%
COc1cc(NC(=O)NS(=O)(=O)c2ccc(C)cc2)cc(OC)c1	.	2.9%
O=C(O)C(Cc1ccccc1)N1C(=O)/C(=C/C=C/c2ccco2)SC1=S (centres undefined)	26	27%*
O=C(Nc1nnc(CC(=O)N2CCOCC2)s1)c1cccs1	8	3.1%
CC(C)C(=O)c1cn(CC(=O)NCc2ccc3c(c2)OCO3)c2ccccc12	.	2.4%
COC(=O)c1ccc(OC)c(OC2CCCC2)c1	.	-3.2%
Cc1ccc(N(CC(=O)Nc2cccc(C)c2)S(=O)(=O)c2cccc3nonc23)cc1	5	6.2%
N#C/C(=C(/O)CSc1ccccn1)c1nc2ccccc2s1	.	-4.1%
Nc1n[nH]c(CCCO)n1	.	3.1%

Reformatted as a markdown table: 24 of the compounds above
| canonical_smiles | RmlCD inh 1536 | M. tuberculosis GlmU |
| --- | --- | --- |
| COc1cccc(-c2cc(C(=O)Nc3ccccc3SC)no2)c1 | 12 | 1.4% |
| CCOc1ccc(NC(=O)CN(C)CC(=O)Nc2ccccc2C#N)cc1OCC | 5 | 3.5% |
| Cc1sc2ncn(CC(=O)NCC3COc4ccccc4O3)c(=O)c2c1S(=O)(=O)N1CCCCC1 (centres undefined) | . | -0.6% |
| Cc1c(C(=O)N2CCC3(CC2)OCCO3)oc2ccc(S(=O)(=O)N3CCOCC3)cc12 | 2 | -3.4% |
| O=[n+]1c2c(n([O-])c3cc(F)c(F)cc31)CCCC2 | -3 | 1.3% |
| COc1ccc(CCNC(=O)C2CCN(S(=O)(=O)N3CC(C)CC(C)C3)CC2)cc1OC (centres undefined) | 3 | -2.6% |
| CCN(CC)c1nc2c(s1)C(=O)NCCC2 | 5 | 5.5% |
| C=CCOc1cccc(C2/C(=C(\O)c3ccc(F)cc3)C(=O)C(=O)N2CCN(C)C)c1 (centres undefined) | . | 0.8% |
| O=C(C1CC1(c1ccccc1)c1ccccc1)N1CCOCC1 (centres undefined) | 3 | 6.2% |
| CCC(C)(C(=O)NC1CCCCC1)N(Cc1ccco1)C(=O)c1cnccn1 (centres undefined) | 8 | 5.5% |
| CCOc1cc(-n2ncc(C#N)c2N)nc(SC)n1 | . | -5.5% |
| CNC(=S)N1CCc2cc(OC)c(OC)cc2C1COc1ccc(OC)cc1 (centres undefined) | 7 | -0.1% |
| CCCNC(=O)c1ccc(SCC(=O)N(CC)CC)c([N+](=O)[O-])c1 | -10 | 5.6% |
| OCCCNC(=S)Nc1ccc(Nc2ccccc2)cc1 | . | -3.0% |
| CCOC(=O)c1cc(CC)sc1NC(=O)c1cccc(N2C(=O)CCC2=O)c1 | -10 | 0.4% |
| C=CCOc1ccc(Br)cc1CNCC | 5 | 1.2% |
| COc1cc(NC(=O)NS(=O)(=O)c2ccc(C)cc2)cc(OC)c1 | . | 2.9% |
| O=C(O)C(Cc1ccccc1)N1C(=O)/C(=C/C=C/c2ccco2)SC1=S (centres undefined) | 26 | 27%* |
| O=C(Nc1nnc(CC(=O)N2CCOCC2)s1)c1cccs1 | 8 | 3.1% |
| CC(C)C(=O)c1cn(CC(=O)NCc2ccc3c(c2)OCO3)c2ccccc12 | . | 2.4% |
| COC(=O)c1ccc(OC)c(OC2CCCC2)c1 | . | -3.2% |
| Cc1ccc(N(CC(=O)Nc2cccc(C)c2)S(=O)(=O)c2cccc3nonc23)cc1 | 5 | 6.2% |
| N#C/C(=C(/O)CSc1ccccn1)c1nc2ccccc2s1 | . | -4.1% |
| Nc1n[nH]c(CCCO)n1 | . | 3.1% |

Only part of the results is shown; the hit share may differ from the screen's.
